High-throughput results (PubChem BioAssay)
TbREL1 primary: TbREL1 inhibition, primary screen; AID 1117264; 89,000 compounds, 0.49% hits; inhibition, % at 9.66 µM; P86926; TbREL1 RNA ligation, FRET fluorescence;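 active means inhibition above the mean inhibition across all screened compounds plus 3 SD, cut at about 11% in these data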;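 further: 0% = plate median of test wells and 100% = NSC42067 control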
Target sequence (P86926 whole entry, looked up): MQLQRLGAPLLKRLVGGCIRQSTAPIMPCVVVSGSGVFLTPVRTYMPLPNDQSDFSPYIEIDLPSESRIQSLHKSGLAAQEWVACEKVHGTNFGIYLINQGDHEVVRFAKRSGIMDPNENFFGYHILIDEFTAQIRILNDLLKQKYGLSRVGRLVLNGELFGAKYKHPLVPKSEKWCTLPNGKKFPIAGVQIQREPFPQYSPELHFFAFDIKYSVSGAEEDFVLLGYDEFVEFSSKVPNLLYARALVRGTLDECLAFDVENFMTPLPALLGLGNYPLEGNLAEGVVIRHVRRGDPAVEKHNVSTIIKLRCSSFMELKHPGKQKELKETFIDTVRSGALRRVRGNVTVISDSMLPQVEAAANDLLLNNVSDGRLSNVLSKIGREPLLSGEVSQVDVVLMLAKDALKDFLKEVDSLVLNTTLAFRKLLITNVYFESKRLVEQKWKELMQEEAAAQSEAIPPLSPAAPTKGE
An asterisk follows results filed as active. Not all compounds are listed; count on the stated rates, not on these rows.

A first look:
SMILES	TbREL1 primary
CC(=O)NC(Cc1cc(C)ccc1C)C(=O)N1CCN(C(=O)Nc2ccc(C(C)=O)cc2)CC1 (stereo not drawn)	-1
C=CCNc1oc(C2CCCC2)nc1C#N	1

Results, from the first entry:
SMILES	TbREL1 primary
CC(=O)NC(Cc1cc(C)ccc1C)C(=O)N1CCN(C(=O)Nc2ccc(C(C)=O)cc2)CC1 (stereo not drawn)	-1
C=CCNc1oc(C2CCCC2)nc1C#N	1
O=C1C2C3C=CC(C4CC34)C2C(=O)N1/N=C/c1ccc(-c2ccc(Cl)cc2[N+](=O)[O-])o1 (stereo not drawn)	6
COc1ccc(NS(=O)(=O)c2ccc(Oc3c(C#N)cccc3C#N)cc2)cc1	-2
CC(C)C(C(=O)NCC1CCCO1)N(Cc1ccco1)C(=O)CNS(=O)(=O)c1ccc(F)cc1 (stereo not drawn)	-4
O=C(Nc1ccccc1)c1ccc(S(=O)(=O)Nc2cccc(O)c2)cc1	1
Cc1ccccc1C1NS(=O)(=O)N=C1N (stereo not drawn)	1
COc1cc2c(cc1NC(=O)CN(C)Cc1cccc(OC)c1OC)oc1ccccc12	1
CCOC(=O)C1CCN(S(=O)(=O)c2ccc(Cl)cc2OC)CC1	3
c1cc(-c2cc3nc(NC4CCCCC4)ccn3n2)ccc1OCCN1CCOCC1	-2
COc1ccc(/C=C/C(=O)c2sc(-c3ccccc3)nc2C)cc1	0
COC(=O)c1cc2nc(-c3ccccc3)cc(C)n2n1	-3
N#C/C(=C\c1cc2ccccc2nc1N1CCCCC1)C(N)=O	-1
Cc1cc(C)cc(-n2c3ccc(NC(=O)Cc4cccc5ccccc45)cc3c(=O)n2C)c1	-1
Cc1cc(C(=O)N/N=C2\CC(=O)CC(C)(C)C2)c(C)n1-c1ccc(F)cc1	0
Cc1ccc(Nc2nnc(SCC(=O)c3c(N)n(C4CC4)c(=O)[nH]c3=O)s2)cc1C	-2
COc1ccccc1N(C)S(=O)(=O)c1ccc(Cl)c(C(=O)Nc2cccc(C)n2)c1	0
COc1ccc(C2C(C(=O)Nc3cc(Cl)ccc3F)CCC(=O)N2c2ccc(OC)cc2)cc1 (stereo not drawn)	0
Cc1noc(/C=C/N(C)C)c1S(=O)(=O)N1CCCC(C(=O)NCc2ccc(Cl)cc2)C1 (stereo not drawn)	-5
COc1ccc(CCNC(=O)c2cc(C)oc2C)cc1	-2

Quoted at random: 6 compounds from above
SMILES	TbREL1 primary
COc1ccc(/C=C/C(=O)c2sc(-c3ccccc3)nc2C)cc1	0
Cc1cc(C)cc(-n2c3ccc(NC(=O)Cc4cccc5ccccc45)cc3c(=O)n2C)c1	-1
N#C/C(=C\c1cc2ccccc2nc1N1CCCCC1)C(N)=O	-1
COc1ccc(C2C(C(=O)Nc3cc(Cl)ccc3F)CCC(=O)N2c2ccc(OC)cc2)cc1 (stereo not drawn)	0
COc1ccccc1N(C)S(=O)(=O)c1ccc(Cl)c(C(=O)Nc2cccc(C)n2)c1	0
COC(=O)c1cc2nc(-c3ccccc3)cc(C)n2n1	-3

Copied from the list:
N#C/C(=C\c1cc2ccccc2nc1N1CCCCC1)C(N)=O in TbREL1 primary → -1
c1cc(-c2cc3nc(NC4CCCCC4)ccn3n2)ccc1OCCN1CCOCC1 in TbREL1 primary → -2
CC(C)C(C(=O)NCC1CCCO1)N(Cc1ccco1)C(=O)CNS(=O)(=O)c1ccc(F)cc1 (stereo not drawn) in TbREL1 primary → -4
O=C1C2C3C=CC(C4CC34)C2C(=O)N1/N=C/c1ccc(-c2ccc(Cl)cc2[N+](=O)[O-])o1 (stereo not drawn) in TbREL1 primary → 6

(listing goes on)
SMILES	TbREL1 primary
CC(OC(=O)c1ccc2ncsc2c1)C(=O)N(C)C1CCCCC1 (stereo not drawn)	4
CS(=O)(=O)N(Cc1ccc(Cl)cc1)c1ccc(C(=O)NCCC2=CCCCC2)cc1	-3
O=C(O)c1ccc2c(c1)N(Cc1ccccc1)C(=O)c1ccccc1S2=O (stereo not drawn)	0
COc1ccc(-c2cc(C(F)(F)F)nc(-n3ccnc3C)n2)cc1	7
Cc1ccc(C2NC(=O)c3sc(=S)n(-c4ccccc4)c3N2)cc1 (stereo not drawn)	-2
O=C(/C=C/c1ccccc1)Nc1cc(S(=O)(=O)N2CCOCC2)ccc1N1CCOCC1	2
Cc1cc(S(=O)(=O)NCc2ccccc2)ccc1OCC(=O)NCc1ccccn1	-1
COc1cccc(-c2ccc(NC(=O)C3CCCN(Cc4cnc(C)n4C)C3)cc2)c1 (stereo not drawn)	3
CC(C)CCOP(=O)(c1ccc(N(C)C)cc1)C(O)c1ccccc1 (stereo not drawn)	-1
COc1ccc(S(=O)(=O)N(C)C[C@H]2Oc3ccc(NC(=O)NC4CCCCC4)cc3C(=O)N([C@H](C)CO)C[C@@H]2C)cc1	-3
COc1ccc(S(=O)(=O)N2CCC(C(=O)N[C@@H](C)C(=O)NCc3cccnc3)CC2)cc1	6
CC(C)C(c1nnnn1CCc1ccccc1)N1CCOCC1 (stereo not drawn)	5
Cc1ccc(NC(=O)CN(C)c2ccc(S(=O)(=O)N3CCN(C)CC3)cn2)cc1	-1
CCCCC(=O)Nc1ccc(C(=O)Nc2ccc(S(=O)(=O)N3CCCC3)cc2)cc1	0
c1ccc2nc(N3CCCC3)c(N3CCCC3)nc2c1	-2
Cc1onc(-c2ccccc2)c1C(=O)NCc1cccc(Cl)c1	-3
COc1ccc(CN(Cc2ccc(C(=O)O)cc2)C(=S)Nc2ccc(C)cc2)cc1OC	4
O=C(CCC1CCCCC1)Nc1c2c(nn1-c1ccc(F)cc1)CS(=O)C2 (stereo not drawn)	-2
CN(C)/N=C/c1ccc(Sc2ccc([N+](=O)[O-])cc2[N+](=O)[O-])o1	3
COc1ccc(CNC(=O)C2(CC3CC(c4ccccc4)=NO3)CCNCC2)cc1 (stereo not drawn)	1
CS(=O)(=O)Nc1ccc(-c2cnc3cccnn23)cc1	2
CCN(CC)S(=O)(=O)c1cccc(C(=O)NCC2CCCCC2)c1	-1
O=C(NC1CCCC1)C1CCCN1C(=O)Nc1ccccc1 (stereo not drawn)	1
COc1ccc(NC(=S)NN(C)C(=S)Nc2ccc(OC)cc2)cc1	-4
C=CCSC1=N/C(=C\c2ccc3c(c2)OCO3)C(=O)S1	1
COc1ccc(C(C)=O)cc1Cn1c(C)c(C(=O)NCc2cccc(C(F)(F)F)c2)sc1=O	-3
CCC/C(C#Cc1ccsc1)=C1/c2ccccc2C(=O)N1c1ccccc1	2
COc1ccc(CN2CCn3ncc(C(=O)Nc4cc(C)cc(C)c4)c3C2=O)cc1	5
CCN1C(=O)CC(N2CCC(C(=O)N3CCCCCC3)CC2)C1=O (stereo not drawn)	-3
Nn1c(SCC(=O)Nc2ccccc2-c2ccccc2)nnc1-c1cc(-c2ccccc2)n[nH]1	4
N#Cc1ccc(-c2ccc(Cl)cc2)nc1SCC(=O)c1cccc(Cl)c1	2
CCOC(=O)C1=C(C)N(CCCC(=O)O)C(=O)NC1c1ccccc1OC(=O)c1cccs1 (stereo not drawn)	-2
COc1ccc(-c2cc(N)n(CCC#N)n2)c(OC)c1	0
Cc1onc(-c2ccccc2)c1C(=O)N/N=C/c1cccs1	2
O=C1CC(SCc2nc3ccccc3[nH]2)C(=O)N1c1ccc(F)cc1 (stereo not drawn)	-3
CCOc1ccc(S(=O)(=O)Nc2ccc(C(=O)N3CCCC3)cc2)cc1	-1
CCOc1ccc(Cl)cc1CSc1n[nH]c(C)n1	0
C[C@H]1CN([C@@H](C)CO)C(=O)c2cc(C#Cc3ccccn3)cnc2O[C@@H]1CN(C)Cc1ccccc1	1
CSCC[C@H](NC(=O)N1CCn2c1nc1ccccc12)C(=O)NCC1CCCO1 (stereo partly drawn)	-4
Cc1nccc2oc(=O)c(NC(=O)c3ccc(Cl)cc3)cc12	-3

No new results follow: entries from further up.
SMILES	TbREL1 primary
CSCC[C@H](NC(=O)N1CCn2c1nc1ccccc12)C(=O)NCC1CCCO1 (stereo partly drawn)	-4
Cc1nccc2oc(=O)c(NC(=O)c3ccc(Cl)cc3)cc12	-3

Next structures
SMILES	TbREL1 primary
CC1(C)c2[nH]c3ccccc3c2C[C@H]2C(=O)N(Cc3ccccc3)C(=O)N21	0
COc1ccccc1-c1cc(=O)c2c(O)ccc([N+](=O)[O-])c2o1	0
O=C1C2CCCN2C(c2ccccc2F)N1c1cccc(Cl)c1 (stereo not drawn)	3
COc1ccccc1-n1ccnc(SCC(=O)NC2CCCC2)c1=O	3
COc1ccc(N2CCN(CCNS(=O)(=O)c3ccccc3[N+](=O)[O-])CC2)cc1	-6
N/C(=N\c1nc2ccccc2o1)NC(=O)c1ccc([N+](=O)[O-])cc1	6
COc1ccc(CNC(=O)c2[nH]c(C(F)(F)F)nc2-c2ccccc2)cc1OC	-2
CN1CCN(S(=O)(=O)c2ccc(NC(=S)NC(=O)C(C)(C)C)cc2)CC1	-2
COc1ccc(OC)c(C2C(C(=O)Nc3cccnc3)=C(C)NC3=C2C(=O)CCC3)c1 (stereo not drawn)	-2
O=C(CN1C(=O)NC2(CCCC2)C1=O)N1CCN(c2ccc(C(F)(F)F)cc2[N+](=O)[O-])CC1	-3
CCOc1ccc(C2C(C(=O)OC)=CN(C(C)c3ccccc3)C=C2C(=O)OC)cc1 (stereo not drawn)	-2
O=C1OCC2=C1C(c1ccc(F)cc1)c1cc3c(cc1N2)OCCO3 (stereo not drawn)	8
O=C(/C=C/Nc1ccc(F)cc1F)c1cccs1	0
Cn1c(N)c(C(=O)COC(=O)c2cccc(S(=O)(=O)N3CCCCC3)c2)c(=O)n(C)c1=O	2
CCCNC(=O)C1(C)CCCN(C(=O)c2cccc(Cl)c2)C1 (stereo not drawn)	-1
CCN(CC)c1ccc2cc(S(=O)(=O)c3ccc(Cl)cc3)c(=O)oc2c1	2
CN(C(=O)C1CCCCC1)C1CCS(=O)(=O)C1 (stereo not drawn)	-1
Cc1nn(C)c(Nc2ccc(Br)cc2)c1Br	9
C=CCN1C(=O)C(CC(=O)O)S/C1=N/N=C/c1ccc(N(CC)CC)cc1 (stereo not drawn)	-4
OC(CN1CCCCC1)c1ccc2c3c(cccc13)CC2 (stereo not drawn)	5
O=C(CNS(=O)(=O)/C=C/c1ccccc1)OCC(=O)N1CCC(Cc2ccccc2)CC1	1
Cc1cccc(CNC(=O)C2CCC(=O)N(Cc3ccccc3F)C2)n1 (stereo not drawn)	3
COc1ccc(C(=O)NC(=S)N2CCOCC2)cc1Br	0
CC(=O)N/C(=C\c1ccccc1)C(=O)OCC(=O)NC1CCCC1	2
CN(CC(=O)Nc1ccc(Cl)cc1)C1=NS(=O)(=O)c2ccccc21	-2
CC(=O)c1sc(NC(=O)C2CC(=O)N(Cc3ccco3)C2)nc1-c1ccccc1 (stereo not drawn)	-2
O=C(CSc1nnnn1-c1cccc(F)c1)NC1CCCCC1	0
CCCCN1C(=O)C2Cc3c([nH]c4ccccc34)CN2C1=S (stereo not drawn)	1
Cc1cccc(-n2c(CNC(=O)c3ccc(S(=O)(=O)N(C)C)cc3)nnc2SCC(=O)Nc2ccc(F)cc2)c1	-1
Cc1nc([N+](=O)[O-])cn1CC(O)c1ccc(Cl)cc1 (stereo not drawn)	1
CSc1nc(NC(C)C)nc(N2CCOCC2)n1	2
O=C(OCCOCCN=C1NS(=O)(=O)c2ccccc21)c1ccccc1Br	6
CC1=C(C(=O)Nc2ccc(C(=O)NC(C)c3ccccc3)cc2)SCCO1 (stereo not drawn)	1
O=S(=O)(Nc1nc2ccccc2nc1NCC1CCCO1)c1cccs1 (stereo not drawn)	0
CCCCCC(=O)N1C[C@@H](n2cc(-c3ccc(F)cc3)nn2)[C@H](O)C[C@@H]1c1ccc(Cl)cc1	8
NS(=O)(=O)c1ccc(-n2nc(C(=O)O)cc2-c2ccc(Cl)cc2)cc1	0
COc1ccccc1N1CCN(C(=O)c2cccc(N3C(=O)NC4CC3(C)Oc3ccccc34)c2)CC1 (stereo not drawn)	1
CN(C)C(=O)c1ccc2c(c1)n(C)c(=O)n2C	-1
Cc1ccc(S(=O)(=O)CCC(=O)OCC(=O)Nc2ccc(N3CCOCC3)cc2)cc1	-3
COc1ccccc1/C=C/C1=NC(=C\N(C)C)/C(=O)O1	-2
COc1ccc(CNC(=O)c2ccc(Cn3nc(C)c([N+](=O)[O-])c3C)o2)cc1	0
COc1ccc(OC)c(C(=O)COC(=O)c2c(OC)cccc2OC)c1	0
CC(C)=CCC[C@](C)(O[C@@H]1O[C@H](CO[C@@H]2O[C@H](CO)[C@@H](O)[C@H](O)[C@H]2O)[C@@H](O)[C@H](O)[C@H]1O)C1CC[C@]2(C)C1C(=O)CC1[C@@]3(C)CC[C@H](O[C@H]4O[C@@H](CO)[C@H](O)[C@@H](O)[C@@H]4O)C(C)(C)C3CC[C@]12C (stereo partly drawn)	-2
Cc1ccc(CSc2nc3nc(C)cc(C)n3n2)cc1	-4
CC(C)c1ccc(CC(=O)N2CCC2(C)C(=O)NS(=O)(=O)c2ccc(C(C)(C)C)cc2)cc1 (stereo not drawn)	-1
Cn1cc(CNC(=O)c2ccc3nc(Cc4ccccc4F)oc3c2)cn1	0
Cc1ccc(S(=O)(=O)N(C)CC(=O)N(CC(C)C)C2CCS(=O)(=O)C2)cc1 (stereo not drawn)	-5
Cc1ccc(Nc2nc(-c3sc(NC(=O)c4ccccc4)nc3C)cs2)cc1	1
O=C(NNC(=O)c1ccccc1-n1cccc1)c1ccc(Cl)nc1	1
O=C(NC(Cc1ccccc1)C(=O)O)/C(=C\c1ccco1)NC(=O)c1ccc(Br)cc1 (stereo not drawn)	1
CC(=O)Nc1ccc(CC(=O)NCCC(c2ccccc2)c2ccccc2)cc1	4
COc1ccc(NC(=S)Nc2cc(C)ccn2)c(OC)c1	-2
Cc1ccc(S(=O)(=O)N(C)C[C@H]2Oc3ccc(NC(=O)C4CCCCC4)cc3C(=O)N([C@H](C)CO)C[C@H]2C)cc1	1
